MCF10A rereplic = DNA re-replication induction in MCF 10a cells. AID 624296. MCF 10A DNA re-replication, Hoechst nuclear intensity, 48 h. Potency, µM (doses to about 46.1 µM), for inactives: top-dose activity, positive = re-replication, hits mostly activators. 2.9% of 350,000 active; also: potency is read from the fitted curve at half-maximal effect; % of control where 0% means no effect; nearly all actives have a fitted effect of over 50% in size
HT1080 IDH1KD tx = kills HT-1080 cells with IDH1 knockdown. 2% of 360,000 active. HT-1080 IDH1 knockdown viability, ATP luminescence, 48 h. Potency, µM (doses to about 46.1 µM), for inactives: at the top dose activity, negative = toxicity, most hits filed as cytotoxic. AID 686971;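 also: potency is read from the fitted curve at half-maximal effect; 0% = DMSO wells and -100% = cell-free medium wells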
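Assay cells: HT-1080 with IDH1 knockdown, 750 per well, RPMI/5% FBS. Exposure: 48 h at 37 °C following 2 h pre-incubation. Read: CellTiter-Glo luminescence; fitted concentration-response, curve class assigned.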
ATXN2 expr inh = inhibitors of ATXN2 expression. Potency, µM (doses to about 57 µM), without a hit: at the top dose activity change, negative = inhibition, actives largely listed as inhibitors. 0.72% of 360,000 active. HEK-293 ATXN2-luciferase reporter, luminescence, 24 h; also: potency is read from the fitted curve at half-maximal effect; % is scaled to controls: 0 for no effect and ±100 for the full control effect; nearly all actives have a fitted effect of over 55% in size
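qHTS (up to 57 uM final) was run with 24 h compound exposure of reporter cells at 37 °C. Each well was multiplexed: SteadyGlo luminescence measured ATXN2-luciferase expression after a fluorogenic Gly-Phe-AFC viability readout (25 uM final).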
HT1080-NT tox = kills 2HG-producing HT-1080-NT fibrosarcoma cells; Potency, µM (highest dose often 46.1 µM), for inactives: top-dose activity, negative = less viability, hits mostly cytotoxic; HT-1080-NT fibrosarcoma viability, CellTiter-Glo ATP luminescence, 48 h; 1.6% of 360,000 active; AID 686970;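 also: NT is the 2HG producing partner of a matched IDH1 knockdown line; potency is read from the fitted curve at half-maximal effect; 0% = DMSO-treated cells and -100% = media-only wells without cells; nearly all actives have a fitted effect of over 55% in size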
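Toxicity toward the 2HG-producing NT line was scored as %Activity, normalised to DMSO and no-cell wells, from CellTiter-Glo luminescence after 48 hours' treatment.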
S2 tox = cell viability loss in ATXN counter-screen; S2 cells (HEK-293 line with an ATXN2-luciferase reporter) viability, CellTiter-Fluor protease fluorescence, 24 h; Potency, µM (titrated, usually from 56.7 µM), hits mostly cytotoxic; 0.49% of 400,000 active; also: potency is read from the fitted curve at half-maximal effect; nearly all actives have a fitted effect of over 40% in size
HepG2 tox = kills HepG2 cells in TGF-b inhibitor counter-screen. HepG2 CAGA-GFP viability, ATP luminescence, 18 h. Potency, µM (titrated, usually from 46.1 µM), without a hit: at the highest dose activity change, negative = cytotoxicity, usual class: cytotoxic. 0.76% of 410,000 active; also: potency is read from the fitted curve at half-maximal effect; some results filed as inactive show a strong effect at the top dose
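HepG2 CAGA-GFP cells (1000/well, DMEM with 1% FBS) received compound, then TGF-beta at 500 pg/mL final, and were incubated 18 hours at 37 degrees C. Viability was read by CellTiter-Glo luminescence. Media-only wells were set as complete cell-killing and DMSO as no toxicity.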
IL1B secr inh = inhibitors of inflammasome signaling (IL-1 beta secretion); THP-1 LPS/ATP IL-1B secretion, AlphaLISA, 16 h; hits give low values; activity change, % at 57.5 µM; 4.7% of 360,000 active; in the data active = activity change below about -50%; inconclusive = mostly about -30% to -49%; also: % is scaled to controls: 0 for no effect and ±100 for the full control effect
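THP-1 cells pretreated 1 hr with compounds (up to 57.5 uM final), then stimulated with LPS (250 ng/mL final) plus ATP (1.25 mM final); secreted IL-1B measured by AlphaLISA after 16 hr, decreased signal indicating inhibition.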
SW480 rereplic = induces DNA re-replication in SW480 colon adenocarcinoma cells; SW480 DNA re-replication, Hoechst DNA content imaging, 48 h; Potency, µM (titrated, usually from 46.1 µM), for inactives: top-dose re-replication activation, most hits filed as activators; 1.8% of 340,000 active; AID 624297; also: potency is read from the fitted curve at half-maximal effect; % of control where 0% means no effect; nearly all actives have a fitted effect of over 55% in size
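Image-based DNA-content assay: after two days of treatment, nuclei were labelled with the DNA dye Hoechst and imaged, and hits were compounds raising the count of nuclei showing high fluorescence intensity.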
KB-3-1 cytotox = KB-3-1 parental cell cytotoxicity | KB-3-1 viability, CellTiter-Glo ATP luminescence, 72 h | Potency, µM (top dose mostly 46.1 µM), inactives show at the highest dose activity change, negative = cytotoxic, hits mostly cytotoxic | 1.4% of 400,000 active | AID 1347075; also: potency is read from the fitted curve at half-maximal effect; % is scaled to controls: 0 for no effect and ±100 for the full control effect; nearly all actives have a fitted effect of over 60% in size
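Cells are dispensed, compounds pinned in, plates held at 37 °C for 72 h, then CellTiter-Glo is added and luminescence read after 10 minutes. Cell line: parental KB-3-1 in phenol-red-free DMEM, 10% FBS.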
The depositor's hits bear a star; i = inactive; ? = inconclusive; . = not tested or not shown; & = joins results of further samples; [ ] = another dose, or the depositor's remark. Unless noted, calls follow the shape of the dose curve; as a rule, active = well fitted curve in the direction sought with a large enough effect; inconclusive = small, poorly fitted or top-dose-only effect, or another doubt; inactive = no such curve, though single readings can be large; an effect the other way counts as inactive or inconclusive.

SMILES | MCF10A rereplic | HT1080 IDH1KD tx | ATXN2 expr inh | HT1080-NT tox | S2 tox | HepG2 tox | IL1B secr inh | SW480 rereplic | KB-3-1 cytotox
O=S1(=O)c2ccccc2N(Cc2ccccc2F)c2ccccc21 | . | . | -8% | . | i | 1% | . | . | 9%
O=C(CC1SC2=NCCN2C1=O)Nc1ccc(Br)cc1 (configuration not stated) | -3% | 1% | 1% | 1% | i | -13% | -1 | -6% | 13%
CCCOc1ccc(C(CC(=O)O)NC(=O)c2sc3ccccc3c2Cl)cc1 (configuration not stated) | 21% | -20% | 9% | -20% | i | -13% | -4 | 2% | 0%
O=C(NC1CC1)C1CCN(C2CCN(C(=O)CC3=CCCCC3)CC2)CC1 | 1% | 0% | -9% | 5% | i | 1% | -14 | -4% | 8%
O=C1OC(c2ccccc2)Cc2cc(C(=O)N3CCN(c4ccc(F)cc4)CC3)ccc21 (configuration not stated) | 14% | -18% | -14% | -1% | i | -9% | -13 | -1% | -1%
CC(NC(=O)c1cc(S(=O)(=O)N2CCOCC2)cn1C)c1ccccc1 (configuration not stated) | 7% | 4% | 4% | 6% | i | -28% | 13 | -10% | 0%
Cc1cccn2c(=O)c(C=O)c(Nc3ccccc3)nc12 | 19% | 10% | 0% | 28% | i | -2% | 25 | 11% | 14%
CCS(=O)(=O)n1nc(-c2ccco2)nc1SC | ? | 0% | 1% | 1% | i | -17% | 24 | ? | -3%
CC(=O)Nc1cc(-c2cccc(C(=O)NCCN(C)C)c2)cn2c(-c3ccc(S(C)(=O)=O)cc3)cnc12 | . | 2% | 5% | 4% | i | -13% | -17 | . | 22%
COC(=O)c1ccc(CSc2ccc3nnc(-c4ccc(F)cc4)n3n2)o1 | 3% | 0% | . | -13% | i | -2% | -4 | -104%[inhibitor] | -4%
Cc1ccccc1C(=O)N1CCC(C(=O)NCc2ccc(Cl)cc2)CC1 | -1% | 0% | -15% | 1% | i | -22% | 22 | -3% | -15%
Cc1ccc(C)c(NC(=O)COC(=O)c2ccc(S(=O)(=O)N3CCCC3)cc2)c1 | . | -1% | . | 0% | i | -10% | -3 | . | -7%
c1ccc(Nc2ccccn2)cc1 | 2% | 16% | 11% | 17% | i | 0% | -16 | -4% | 10%
CCc1ccc(-c2nc(CS(=O)CC(=O)NCc3ccccc3)c(C)o2)cc1 (configuration not stated) | 7% | -7% | ? | -8% | i | 6% | 15 | -22% | 4%
COC(=O)[C@@]12C[C@@H](CC(=O)NCC34CC5CC(CC(C5)C3)C4)C(=O)N(Cc3ccco3)C1=CCC(C)(C)C2 | . | ? | . | 21µM* | . | . | 3 | . | ?
Cc1c(Cl)cccc1-c1ccc(CNCCCSc2nnnn2C)o1 | . | . | ? | . | i | -78% | . | . | -10%
Cc1ccc(NC(=O)NCCN2CCCCC2)cc1Cl | -6% | ? | 3% | -25% | i | -17% | ? | 12% | -10%
COc1ccc(C(=O)NC(=S)Nc2ccc3oc(=O)ccc3c2)cc1OC | -1% | 1% | 2% | -4% | i | -4% | -8 | -12% | -2%
Cn1c(-c2ccccc2)c[n+]2c1CCCCC2 | -6% | 8% | -7% | 12% | i | -2% | -10 | 0% | 0%
CCN(CC)CCSc1nc(O)c(C(C)C)c(=O)[nH]1 | 2% | -3% | 12% | -1% | i | -3% | -3 | -3% | 0%
CN(C(=O)CN1CCN(c2cc(-c3ccc(-c4ccccc4)cc3)ncn2)CC1)c1ccccc1 | . | 13µM* | ? | 15µM* | ? | -24% | -15 | . | ?
Cc1cccc(OCCNC(=O)c2cncc(Br)c2)c1 | -3% | -1% | . | 2% | i | -20% | -8 | 0.92µM* | -1%
COc1cc(/C=C2/C(=O)NN(c3ccc(Cl)c(Cl)c3)C2=O)cc([N+](=O)[O-])c1O | 2% | -5% | -1% | 4% | i | 4% | -14 | -2% | 3%
CCCCN(C)C(=O)c1nc2ccccn2c1CN1CCN(c2cnccn2)CC1 | -1% | 21% | 6% | 14% | i | -7% | 0 | -21% | 16%
CN(Cc1ccc(OCC(O)CN(C)Cc2ccccc2)cc1)Cc1nccn1C (configuration not stated) | 21% | -6% | -5% | -9% | i | -1% | -11 | 10% | -7%
C#CCN1C(=O)C(O)(CC(=O)c2cccc(OC)c2)c2ccccc21 (configuration not stated) | 10% | -8% | -3% | -4% | i | -15% | 40 | ? | -4%
Cc1ccc(-c2csc(NC(=O)c3cnccn3)n2)cc1C | 12% | 7% | 25% | 4% | i | -4% | 11 | -11% | 8%
Cc1ccc(NC(=S)NNC(=O)c2nn(C)c(C)c2Cl)cc1 | 3% | -2% | 32% | 0% | ? | -24% | -15 | 7% | 14%
Cc1ccc(CN=c2c([N+](=O)[O-])nn(-c3cccc(Cl)c3)n2O)cc1 | 3% | -5% | 10% | -11% | i | 1% | ? | -4% | -2%
CCN(CC)S(=O)(=O)c1cccc(C(=O)NCC2CCCCC2)c1 | 7% | -10% | -17% | -17% | i | -1% | -29 | -1% | ?
CCOc1ccc(S(=O)(=O)N2CCOCC2)cc1NC(=O)c1ccc(N2CCCC2=O)cc1 | 3% | -10% | -9% | -13% | i | 4% | -15 | 1% | 1%
Cc1cccc(C)c1OCC(=O)N(Cc1ccc(N(C)C)cc1)C1CCS(=O)(=O)C1 (configuration not stated) | -1% | -8% | -31% | 2% | i | -3% | 0 | 4% | 3%
COc1ccccc1-n1cnc2cc(C(=O)N3CCOCC3)ccc21 | -2% | 18% | 19% | 9% | i | -13% | -3 | -5% | -1%
CON1C(=O)CN(C(C)=O)C1c1ccc(Cl)cc1Cl (configuration not stated) | -21% | 0% | 4% | 0% | i | -16% | 15 | -3% | -7%
Brc1cc2c(cc1Cn1c(-c3cncs3)nc3ccccc31)OCO2 | 10% | -8%[9.24 µM] | -3% | -3% | i | -21% | -16 | 10% | -17%
Cc1cc2c(cc1C)-n1c(-c3ccccc3)c3c(=O)n(C)c(=O)n(C)c3c1C(c1ccco1)N2 (configuration not stated) | . | . | 11% | . | i | -12% | . | . | -8%
O=C(Nc1ccccc1C(=O)O)c1cccc(S(=O)(=O)Nc2ccc(Br)cc2)c1 | 17% | -1% | . | 6% | i | -22% | 9 | -2% | 2%
O=c1[nH]c2cc3c(cc2cc1C(c1nnnn1C1CCCC1)N1CCSCC1)OCCO3 (configuration not stated) | 8% | -13% | -5% | -7% | i | -84% | -16 | 2% | ?
CC(C)(C)c1ccc(S(=O)(=O)Nc2ccc3c(c2)COC3=O)cc1 | -9% | -9% | 11% | -10% | i | -21% | -6 | -3% | -5%
CCOC(=O)C1CCCN(c2nc3c(C)cccn3c(=O)c2/C=C(\C#N)C(=O)NCc2ccco2)C1 (configuration not stated) | 1% | 12% | . | 14% | i | 17% | 9 | ? | 1%

Ten structures out of the list, arranged by molar mass, ascending.
SMILES | MCF10A rereplic | HT1080 IDH1KD tx | ATXN2 expr inh | HT1080-NT tox | S2 tox | HepG2 tox | IL1B secr inh | SW480 rereplic | KB-3-1 cytotox
CON1C(=O)CN(C(C)=O)C1c1ccc(Cl)cc1Cl (configuration not stated) | -21% | 0% | 4% | 0% | i | -16% | 15 | -3% | -7%
COc1ccccc1-n1cnc2cc(C(=O)N3CCOCC3)ccc21 | -2% | 18% | 19% | 9% | i | -13% | -3 | -5% | -1%
Cc1ccc(NC(=S)NNC(=O)c2nn(C)c(C)c2Cl)cc1 | 3% | -2% | 32% | 0% | ? | -24% | -15 | 7% | 14%
CCN(CC)S(=O)(=O)c1cccc(C(=O)NCC2CCCCC2)c1 | 7% | -10% | -17% | -17% | i | -1% | -29 | -1% | ?
Cc1ccc(CN=c2c([N+](=O)[O-])nn(-c3cccc(Cl)c3)n2O)cc1 | 3% | -5% | 10% | -11% | i | 1% | ? | -4% | -2%
Brc1cc2c(cc1Cn1c(-c3cncs3)nc3ccccc31)OCO2 | 10% | -8%[9.24 µM] | -3% | -3% | i | -21% | -16 | 10% | -17%
Cc1cccc(C)c1OCC(=O)N(Cc1ccc(N(C)C)cc1)C1CCS(=O)(=O)C1 (configuration not stated) | -1% | -8% | -31% | 2% | i | -3% | 0 | 4% | 3%
O=c1[nH]c2cc3c(cc2cc1C(c1nnnn1C1CCCC1)N1CCSCC1)OCCO3 (configuration not stated) | 8% | -13% | -5% | -7% | i | -84% | -16 | 2% | ?
CCOc1ccc(S(=O)(=O)N2CCOCC2)cc1NC(=O)c1ccc(N2CCCC2=O)cc1 | 3% | -10% | -9% | -13% | i | 4% | -15 | 1% | 1%
O=C(Nc1ccccc1C(=O)O)c1cccc(S(=O)(=O)Nc2ccc(Br)cc2)c1 | 17% | -1% | . | 6% | i | -22% | 9 | -2% | 2%

(next part)
SMILES | MCF10A rereplic | HT1080 IDH1KD tx | ATXN2 expr inh | HT1080-NT tox | S2 tox | HepG2 tox | IL1B secr inh | SW480 rereplic | KB-3-1 cytotox
Cc1ncc(CO)c(/C=N/NC(=S)Nc2ccc(C(C)C)cc2)c1O | 20% | ? | ? | 3% | i | -25% | 166 | 2.9µM* | ?
C=CCN1C(=O)C(Cc2cccc(C)c2)SC1=Nc1ccc(C(=O)O)cc1 (configuration not stated) | -1% | -9% | 0% | -5% | i | -4% | 12 | 0% | -7%
COc1cc(NC(=O)c2nccn2C)cc(C(=O)Nc2cccc(C(F)(F)F)c2)c1 | 6% | ? | -14%&-4% | ? | i | -26%&-18% | 61&62 | ? | -23%&-16%
N#Cc1cccc(C(=O)Nc2ccc(S(=O)(=O)Nc3nccs3)cc2)c1 | ? | -3% | -6% | 0% | i | -14% | 5 | 13% | 13%
CS(=O)(=O)c1ccc(C(=O)OCC(=O)NC(=O)C2CCCCC2)cc1[N+](=O)[O-] | ? | ? | . | ? | . | -116% | -60* | ? | -2%

Source: PubChem (National Center for Advancing Translational Sciences (NCATS))
